Screening data as filed in PubChem.
FXIIa inh = inhibitors of human coagulation factor XIIa; P00748; purified FXIIa, Boc-QGR-AMC fluorogenic substrate, 2 h; inhibition, % at 5 µM; 0.3% of 220,000 active; AID 800; in the data active = inhibition above about 40%;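 note: 0% = enzyme with no compound and 100% = blank without enzyme; many of its hits are not listed in these tables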
KCC2 mod = KCC2 (human) Cl- transport modulation. Q9H2X9. KCC2 cells, thallium flux FluoZin-2 fluorescence. B-score of Tl+ flux slope (higher = more flux/activation; lower = inhibition) at 10 µM. 2.2% of 190,000 active;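 active = thallium flux slope and its plate-corrected score both differing from the plate sample mean at a set confidence after two filtering rounds, in either direction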;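 note: slope of fluorescence scaled to starting intensity during 10 to 20 s after thallium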
thrombin 1536 = inhibitors of human thrombin. AID 1046. 0.26% of 220,000 active. alpha-thrombin, Boc-VPR-AMC fluorogenic substrate cleavage. inhibition, % at 5 µM;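 active = inhibition at or above 40%; inactive = inhibition below 40%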;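 note: 0% = enzyme with no compound and 100% = wells without enzyme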
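System: human alpha-thrombin protein; Compound dosing: one concentration per compound, 5 µM, with 0.2% DMSO; Timing: reaction at room temperature; Technique: AMC fluorescence, 355/460 nm; Controls: enzyme without compound as high, wells lacking enzyme as low.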
FXIa inh = blocks human coagulation factor XIa protease activity; purified FXIa, Boc-Glu-Ala-Arg-AMC fluorogenic substrate; inhibition, % at 5 µM; 0.14% of 220,000 active;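 active = inhibition of at least 40%; inactive = inhibition below 40%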;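 note: fluorescence of freed AMC excited at 355 nm; 0% = enzyme without compound and 100% = no enzyme blank; many of its hits are not listed in these tables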
Rad51 HR inh = blocks human Rad51 in homologous recombination; hRad51 DNA strand exchange, fluorescence dequenching; Q06609; inhibition, % at 10 µM; 0.085% of 200,000 active;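 active = inhibition above 40% at the single screening dose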;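 note: 0% = DMSO control wells and 100% = blanks with heterologous ssDNA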
Target sequence (Q06609 whole entry, looked up): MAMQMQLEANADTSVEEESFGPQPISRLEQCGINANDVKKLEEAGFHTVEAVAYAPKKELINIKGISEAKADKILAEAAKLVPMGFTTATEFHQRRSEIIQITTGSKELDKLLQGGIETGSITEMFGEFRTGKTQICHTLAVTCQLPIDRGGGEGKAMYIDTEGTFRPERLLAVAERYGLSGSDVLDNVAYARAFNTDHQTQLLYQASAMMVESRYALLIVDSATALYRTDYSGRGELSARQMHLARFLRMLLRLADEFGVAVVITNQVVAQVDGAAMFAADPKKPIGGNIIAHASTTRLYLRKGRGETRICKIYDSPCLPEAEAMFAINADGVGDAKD
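Material: Human Rad51 nucleoprotein filaments preassembled on unlabelled ssDNA | Also added: Labelled 47-mer dsDNA for strand exchange | Dosing: Single dose, 10 µM final compound | Schedule: 30-min compound preincubation and 15-min exchange, both room temperature | Technique: Fluorescence dequenching at 485/520 nm | Measure: Percent inhibition relative to plate controls and blanks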
Furin inh = inhibitors of human furin; purified furin, fluorogenic substrate cleavage; AID 463115; inhibition, % at 30 µM; P09958; 0.061% of 220,000 active; in the data active = inhibition above about 25%; note: inactives centre near -15
m-calpain inh = calpain II (pig) inhibition; purified calpain II, fluorogenic peptide substrate, 30 min; inhibition, % at 16 µM; 0.37% of 220,000 active;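 active = inhibition above about 50%, limit read from the data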
PERK inh = blocks human PERK kinase. Q9NZJ5. CHO PERK-DD fusion, SEAP luminescence translation reporter. inhibition, % at 5.6 µM. 0.17% of 220,000 active. AID 1416;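 active = inhibition above the mean inhibition of all tested compounds plus 3 SD, set separately per screening campaign, cut at about 2.9% in these data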;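 note: PERK kinase domain activated by AP20187 dimerizer at 100 nM; 0% = DMSO with dimerizer and 100% = rapamycin at 8.4 µM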
KLK5 inh = kallikrein 5 (human) inhibition. Q9Y337. recombinant hK5, fluorogenic AMC substrate cleavage. inhibition, % at 5 µM. 0.59% of 210,000 active;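 active = inhibition of 40% or more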;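 note: 0% = enzyme controls without compound and 100% = no-enzyme blanks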
Target sequence (Q9Y337 67-293 limits assumed): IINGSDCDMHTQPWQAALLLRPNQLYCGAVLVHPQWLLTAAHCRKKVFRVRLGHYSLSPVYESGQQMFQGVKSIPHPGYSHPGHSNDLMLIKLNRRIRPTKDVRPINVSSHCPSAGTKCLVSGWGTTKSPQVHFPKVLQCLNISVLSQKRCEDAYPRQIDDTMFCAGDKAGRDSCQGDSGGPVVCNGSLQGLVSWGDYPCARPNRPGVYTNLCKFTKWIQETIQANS
* = called active by the depositor; i = inactive; x = not tested or not shown; [ ] = remark or other dose. These rows are one share of the data. The share of hits here may be higher or lower than overall.

SMILES	FXIIa inh	KCC2 mod	thrombin 1536	FXIa inh	Rad51 HR inh	Furin inh	m-calpain inh	PERK inh	KLK5 inh
CCOC(=O)C1C(=O)NC(N2CCN(Cc3ccccc3)CC2)=NC1c1ccccc1 (stereo unspecified)	-2	x	-6	-10	-3	-4[20 µM]	28	-0.3	-6
Cc1nc(C)c(C(=O)Nc2ncc([N+](=O)[O-])s2)o1	11	1.3	10	7	-11	2	-19	-0.6	-5
O=C(CCCOc1ccccc1)Nc1nncs1	20	0.54	4	5	3	-22	1	1.4	-5
COc1ccc(C(=O)CCC(=O)Nc2cccc(Cl)c2)cc1	11	-0.44	-8	5	-27	-1	16	0.0	-5
Cc1nc2nc(-c3cccs3)cn2nc1C	18	i	5	4	x	-11	i	-0.1	-3
COc1ccc(C(=O)N/N=C/c2ccc(OC(=O)c3cccc4ccccc34)c([N+](=O)[O-])c2)cc1	26	1.8	-6	19	-15	-3	5	0.5	-7
C/C(=N\S(=O)(=O)c1ccc(C)cc1)N(C)C	7	0.73	0	-6	16	-18	-10	1.7	-12
Cc1nn(Cc2ccccc2Cl)c(C)c1NC(=O)NC12CC3CC(CC(C3)C1)C2	-3	0.33	-5	-11	-2	-2[20 µM]	18	0.4	-1
O=C(O)C1C2C=CC(C3CC23)C1C(=O)O (stereo unspecified)	7	1.3	-4	4	-15	-29[20 µM]	1	0.9	5
Cc1ccc(-c2cc(C(=O)NCCCn3ccnc3)no2)cc1	12	0.53	-5	18	-9	-14	-24	0.2	5
COc1ccc(OCC(=O)N/N=C(\C)CC(=O)Nc2cccc([N+](=O)[O-])c2)cc1	9	x	-3	-2	-1	-21	-37	0.2	-1
COc1ccc(-c2nnc(SCC3CCCO3)n2C)cc1 (stereo unspecified)	-2	1.2	1	-3	-8	-12	4	1.5	-21
CCN(CC)S(=O)(=O)c1ccc(/C=C/C(=O)OCC(=O)NCc2ccc3c(c2)OCO3)cc1	11	-0.37	1	1	18	-28	9	0.2	-17
COC(=O)c1sc(NC(=O)c2cccc([N+](=O)[O-])c2)c(C(N)=O)c1C	23	-0.51	-4	11	18	-7	-12	0.9	-14
Cc1ccccc1NC(=O)c1cc(S(=O)(=O)c2ccccc2)ccc1Cl	7	-1.5	0	2	-2	-19[20 µM]	-27	-0.5	-12
CN1CCN(CCC(=O)N/N=C/c2cc([N+](=O)[O-])ccc2O)CC1	1	-0.23	-11	-5	-9	2	22	1.2	-61
c1ccc(CSc2ncccn2)cc1	10	x	5	2	6	-14[20 µM]	-11	-0.9	-7
CCOc1ccc(CN2CCN(S(=O)(=O)c3ccc(NC(C)=O)cc3)CC2)cc1OC	14	x	-2	6	-2	-19	-12	-0.5	5
C=CCOC(=O)C1=C(C)NC(SCC)=C(C#N)C1c1ccc(Cl)cc1 (stereo unspecified)	2	-1.2	5	-3	1	-10[20 µM]	10	-0.7	2
O=c1c2ccccc2n2c(-c3ccc(C(F)(F)F)cc3)nnc2n1Cc1ccccc1	11	-0.72	-3	12	-3	-22	31	-0.1	1

Three compounds already listed, sorted by SMILES length, high to low:
SMILES	FXIIa inh	KCC2 mod	thrombin 1536	FXIa inh	Rad51 HR inh	Furin inh	m-calpain inh	PERK inh	KLK5 inh
COc1ccc(OCC(=O)N/N=C(\C)CC(=O)Nc2cccc([N+](=O)[O-])c2)cc1	9	x	-3	-2	-1	-21	-37	0.2	-1
Cc1nc(C)c(C(=O)Nc2ncc([N+](=O)[O-])s2)o1	11	1.3	10	7	-11	2	-19	-0.6	-5
COc1ccc(-c2nnc(SCC3CCCO3)n2C)cc1 (stereo unspecified)	-2	1.2	1	-3	-8	-12	4	1.5	-21

Further structures follow:
SMILES	FXIIa inh	KCC2 mod	thrombin 1536	FXIa inh	Rad51 HR inh	Furin inh	m-calpain inh	PERK inh	KLK5 inh
COc1cccc(-c2ccc(-c3noc(-c4ccccc4F)n3)c(OC)n2)c1	6	0.11	-6	4	-1	-2[20 µM]	i	0.5	-9
COC(=O)Cc1c(C(=O)OC)nnn1-c1ccc(OC(F)(F)F)cc1	6	0.0018	-8	3	-1	-10	39	-0.3	8
O=C(Nc1ncc(Cc2cccc(Cl)c2)s1)C1=NCCN1	21	0.21	11	17	0	-15[20 µM]	22	0.4	-167
O=C(CSc1nc2c(c(C(F)(F)F)n1)CCc1ccccc1-2)NCc1ccco1	26	x	0	24	-1	-13	-3	-1.2	0
Cc1ccc(-c2nc3sc4c(c3c(=O)n2N)CC(C)(C)OC4)cc1	15	x	3	8	-3	-23[20 µM]	-24	0.0	-22
Cc1nc(SCC(=O)Nc2nc3ccccc3s2)c(C#N)c(C)c1C	15	0.55	-10	5	-1	-10	-3	0.3	-21
CCOP(=O)(OCC)C(Nc1cccc([N+](=O)[O-])c1)c1ccc(OC)cc1 (stereo unspecified)	3	-0.0047	1	3	18	-9	7	-1.4	3
CN(C)CCCNC(=O)CCc1nc2ccccc2c(=O)[nH]1	13	0.58	1	2	-7	-28[20 µM]	-24	1.0	2
CCc1ccc(NC(=O)CSc2nnc(-c3cnccn3)n2Cc2ccco2)cc1	8	0.064	-8	4	0	-16	-43	-1.6	-20
COc1ccc(S(=O)(=O)c2nnn(-c3cccc(Cl)c3)c2N)cc1	9	-0.13	-5	1	8	-16	-14	0.5	3
Cc1nc(NC(=O)c2cc3c(C)nn(-c4ccccc4)c3s2)sc1C(=O)Nc1ccccc1	11	-0.047	2	6	x	-33[20 µM]	-212	0.6	-5
O=C(COc1ccc(F)cc1Br)N1CCc2ccccc21	3	0.067	-8	-2	2	-3[20 µM]	-4	-0.9	-2
O=C(N/N=C/c1cccnc1)c1ccc([N+](=O)[O-])cc1	14	0.16	-3	2	-3	-16[20 µM]	10	1.6	22
Cc1ccc(C(=O)COC(=O)CNC(=O)c2cccs2)cc1	7	0.31	2	-6	-6	-12[20 µM]	-15	2.0	-21
Cc1ccc2c(c1)c1c(n2CC(O)Cn2c(C)nc3ccccc32)C(=O)CCC1 (stereo unspecified)	2	0.043	-7	-7	-4	-22	-210	-0.3	-8
CCN(CC)C(=O)N1CCN(C(=O)N(CC)CC)CC1	6	1.4	-6	1	0	-22	-21	2.0	3
CC1=C(C(=O)OCC(C)C)[C@]23C(=O)c4ccccc4[C@@]2(O1)OC(N)=C3C#N	9	x	1	1	4	-10[20 µM]	26	-0.5	-5
CC1CCN(S(=O)(=O)c2ccc(Oc3ccc([N+](=O)[O-])cc3)cc2)CC1	-7	-0.22	4	0	x	-8[20 µM]	34	1.0	2
C=C(C)CN(CC)C(=O)CC1C(=O)NCCN1Cc1c(F)cccc1Cl (stereo unspecified)	8	0.53	-9	-1	-6	-19	17	-0.1	2
CCOC(=O)C1(CCc2ccccc2)CCN(C(=O)c2cccc(C)n2)CC1	6	1.4	-3	-3	x	-10	14	-0.2	5
O=C(c1ccc(S(=O)(=O)N2CCCC2)cc1)N1CCN(Cc2ccc3c(c2)OCO3)CC1	4	1.2	-4	-6	15	-19[20 µM]	-13	-1.1	-28
Cc1ccccc1CSc1nc2c(c(=O)[nH]1)CCC2	13	-1	3	39	-2	2	39	-1.2	0
O=C(O)c1ccc(N/N=C/c2ccc(-c3ccccc3)cc2)cc1	6	-2.5	4	1	8	-11	8	0.9	-14
COc1ccc(/C=N/S(=O)(=O)c2cccs2)cc1	5	0.58	-3	-10	-2	-12[20 µM]	-58	0.6	-27
COc1ccc(NC(=O)Nc2nnc(N3CCC(C)CC3)s2)cc1OC	13	0.016	1	7	x	-9	-6	0.5	-9
COc1ccc(CN(C(=O)c2cccs2)c2ccccc2C(=O)O)cc1	5	0.17	-1	3	0	-19	-21	0.4	0
COc1ccc(C(=O)N2CCCC(c3nc(-c4cccs4)no3)C2)cc1 (stereo unspecified)	-14	0.5	-4	-18	x	-3	-6	-0.4	9
COCCOC(=O)c1[nH]c2c(c1C)C(=O)CC(c1ccc(N(C)C)cc1)C2 (stereo unspecified)	-1	-0.27	-3	-1	x	16[20 µM]	-27	-1.5	0
Cc1cc(/C=C2\C(=N)N3N=C(S(C)(=O)=O)SC3=NC2=O)c(C)n1Cc1ccccc1	1	-3	0	12	2	-3	15	0.7	-18
CCOc1cc(/C=C2\N=C(SC)SC2=O)cc([N+](=O)[O-])c1OC(C)=O	12	x	6	3	x	-5	-10	-0.9	7
CCCS(=O)(=O)c1snnc1C	12	0.15	-1	2	-1	-26[20 µM]	-50	0.5	-7
O=C(COc1cccc(C(F)(F)F)c1)Nc1ccc(S(=O)(=O)N2CCCC2)cc1	16	-1.3	0	2	-2	4[20 µM]	-15	-0.1	-29
Clc1ccc(C2=NCCN2)cc1	11	0.044	3	0	-3	-21	-4	1.1	-12
CCOC(=O)c1sc2ncnc(NCC(c3cccs3)N(C)C)c2c1C (stereo unspecified)	0	x	-3	-12	-17	-33	-86	1.5	-1
CCOC(=O)C1=C(C)N(c2ccccc2)C(=O)/C1=C\c1ccc(O)c(OC)c1	9	-0.34	0	4	-5	-13	20	-0.3	3
CCOC(=O)c1nnc(-c2ccccc2)nc1Sc1ccccc1Cl	20	-0.47	4	9	3	-16[20 µM]	-21	-1.1	-9
COc1ccc2cc(CCNC(=O)C(C)(C)C)c(=O)[nH]c2c1	14	1.1	4	9	-6	-10	-12	0.5	2
COc1ccc(Br)cc1C(=O)Nc1cccc(-c2nnc(-c3ccco3)o2)c1	x	-0.59	x	x	-2	-16[20 µM]	x	0.6	x
COc1cc(CN2CCC(CO)(CCOc3ccccc3)CC2)cc(OC)c1OC	5	-1.4	-11	0	-2	-17	-2	-0.9	0
CC(C)CCn1c(=O)c(C(=O)N/N=C/c2cccc(F)c2)c(O)c2ccccc21	10	0.11	-3	5	-6	-14	-90	1.8	-18

Compound profiles (already shown). Screens in order: FXIIa inh, KCC2 mod, thrombin 1536, FXIa inh, Rad51 HR inh, Furin inh, m-calpain inh, PERK inh, KLK5 inh
Results for `CC(C)CCn1c(=O)c(C(=O)N/N=C/c2cccc(F)c2)c(O)c2ccccc21` → 10, 0.11, -3, 5, -6, -14, -90, 1.8, -18
Results for `Clc1ccc(C2=NCCN2)cc1` → 11, 0.044, 3, 0, -3, -21, -4, 1.1, -12

(list continues)
SMILES	FXIIa inh	KCC2 mod	thrombin 1536	FXIa inh	Rad51 HR inh	Furin inh	m-calpain inh	PERK inh	KLK5 inh
O=C(Nc1ccccc1C(=O)Nc1ccc2c(c1)OCO2)c1ccco1	9	-0.0072	2	4	-2	-13[20 µM]	13	-0.9	0
Oc1cc2c(cc1C(c1ccc(Br)cc1)N1CCCC1)OCO2 (stereo unspecified)	15	0.49	3	4	4	-15	-23	1.4	-8
O=C(c1cc2ncccn2n1)N1CCc2c([nH]c3ccccc23)C1c1ccccc1F (stereo unspecified)	8	-0.35	-6	-2	6	-19	-190	0.2	-3
O=C1C(=O)N(CCN2CCOCC2)C(c2ccccn2)/C1=C(/O)c1ccc(F)cc1 (stereo unspecified)	18	x	4	2	3	-5	9	0.3	-4
CCN(c1ccc(C)c(C)c1)S(=O)(=O)c1ccc2c(c1)CCN2C(=O)CCC(=O)O	-9	x	-5	0	3	1[20 µM]	-6	-0.4	-11
COc1ccc(NCC(=O)N/N=C/C2CCCCC2)cc1	7	0.038	2	0	2	-16	3	1.8	-3
CCn1cc(C(=O)N2CCOCC2)c(=O)c2cc(S(=O)(=O)N(C)C)ccc21	1	x	-1	-2	2	4	-8	-0.1	1
O=C(O)c1ccc(-n2[nH]c3c(c2=O)CCCC3)cc1	6	0.059	-3	0	x	-22	-4	2.4	x
COc1ccc(NC(=O)CCNC(=O)Cn2cnc3ccccc3c2=O)c(OC)c1	4	0.35	-4	-5	2	-22	-23	1.4	-9
COc1ccc(N2CC(O)(c3ccc(OC(F)F)cc3)[N+]3=C2CCCC3)cc1 (stereo unspecified)	4	1	-3	-8	10	-9	-26	0.8	0
O=C(Nc1ccc(Br)cc1)C1CCN(C(=O)c2ccc(F)cc2)CC1	-5	-2.1	-11	-10	6	-17	15	-0.4	-9
